GPR55 antagonists: inhibition of LPI-stimulated GPR55 beta-arrestin translocation – imaging, U2OS, beta-arrestin-GFP, LPI agonist, primary screen (AID 2013) | U2OS GPR55 beta-arrestin-GFP translocation imaging, LPI antagonism; higher % means a stronger effect | inhibition, % at 10 µM; hits with a dose series show IC50 in µM | actives 0.13% (n = 290,000);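 active = spots per cell inhibited over 60%, with over 100 cells counted and total cytoplasm intensity under 500,000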;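 note: U2OS cells stably carrying GPR55 and arrestin-GFP stimulated by 5 µM LPI near EC80; imaged beta-arrestin-GFP aggregate spots per cell after agonist stimulation; plate controls were LPI-stimulated DMSO wells for no effect and DMSO wells without LPI for full effect; some results filed as inactive read as strong as hits; confirmed hits need IC50 under 10 µM and bright autofluorescent wells are also inconclusive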
Lipid droplet: modulators of hepatic lipid droplet formation. AML12 mouse hepatocytes, oleate lipid droplets, BODIPY imaging. inhibition, % at 6.5 µM. actives 0.4% (n = 240,000). AID 1656;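 active = lipid droplet intensity inhibited by at least 50%, with more than 500 cells counted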
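Assay system: AML12 mouse liver cells | Compound dosing: One dose, 6.5 µM compound | Read-out basis: Droplet intensity reduction, % inhibition | Measured by: Fluorescence imaging, 20x objective, two fields per well | Schedule: Overnight treatment with compound plus oleate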
GPR35 antagonists: GPR35 antagonists blocking zaprinast-driven arrestin recruitment, primary screen, imaging, U2OS, beta-arrestin-GFP, zaprinast agonist (AID 2058); inhibition, % at 10 µM, or IC50 in µM where a hit was titrated; U2OS GPR35 beta-arrestin-GFP translocation imaging, zaprinast antagonism; higher % means a stronger effect; actives 0.052% (n = 290,000);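 active = inhibition of at least 50% with at least 30 cells and total cytoplasm GFP at most 10,000,000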
LYP phosphatase: PTPN22 lymphoid phosphatase activity blockers – biochemical, fluorescence intensity, uHTS (AID 1779) | recombinant LYP phosphatase, fluorescence intensity; higher % means a stronger effect | one-dose inhibition, % at 11.5 µM; IC50 in µM for titrated hits | actives 0.054% (n = 290,000); in the data active = inhibition above about 50%;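 note: plate controls were vehicle with enzyme for no effect and no enzyme for full effect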
T cell modulator: T cell immune modulation candidate; actives 0.068% (n = 330,000); 2C CD8+ T cell-vesicle binding, flow cytometry; active compounds read low; AID 2052; calls only at 7 µM;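 active = response, share of CD8 T cells binding vesicles, and their 90th percentile fluorescence all below set limits, cut at about 80% in these data, passing the limit was not always enough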
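Read-out – percent CD8+ FL2 mean versus row control · System – murine 2C transgenic CD8+ T lymphocytes · Times – 1.5 h cell–vesicle binding at 37 °C, then 20 min icy labelling · Control set – naked vesicles low, QL9 vesicles with vehicle high · Detection – cytometric PE anti-B7-1 and Alexa647 anti-CD8 signals after 1% paraformaldehyde fixation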
GPR55 activation: selective activators of receptor GPR55 – imaging, U2OS cells, beta-arrestin-GFP redistribution, primary screen (AID 1961); U2OS GPR55 beta-arrestin-GFP redistribution imaging; higher % means a stronger effect; activation, % at 10 µM; hits with a dose series show EC50 in µM; actives 0.048% (n = 290,000);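 active = activation above 40% with more than 50 cells counted in the well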;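 note: U2OS osteosarcoma cells stably expressing GPR55 and beta-arrestin-GFP; plate controls were DMSO negative control for no effect and LPI positive control for full effect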
Rac1 GTP hydrolysis: MgcRacGAP GTPase-activating activity inhibitors, confirmation, biochemical, ADP Hunter fluorescence; MgcRacGAP-stimulated Rac1 GTP hydrolysis, ADP Hunter fluorescence; higher % means a stronger effect; GST-tagged Rac1 F28L mutant substrate; inhibition, % at 30 µM; hits with a dose series show IC50 in µM; actives 0.6% (n = 340,000); AID 624330;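 active = first-screen hits whose inhibition reached a set limit at any dose in the follow-up dose series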;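 note: fluorescence reports GDP produced by GAP-driven GTP hydrolysis; strong numbers were not always called active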
NTR1 agonist: agonists of NTR1, primary screen, imaging, U2OS cells, beta-arrestin-GFP, high content (AID 493036) | activation, % at 20 µM | P30989 | actives 0.17% (n = 330,000) | NTR1-U2OS beta-arrestin-GFP spot imaging, agonist mode;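 active = activation at or above 40% of the spot to cytoplasm intensity ratio, with at least 20 cells analyzed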;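 note: 0% = DMSO without peptide and 100% = 100 nM NTR1 peptide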
Target sequence (P30989 whole entry, looked up): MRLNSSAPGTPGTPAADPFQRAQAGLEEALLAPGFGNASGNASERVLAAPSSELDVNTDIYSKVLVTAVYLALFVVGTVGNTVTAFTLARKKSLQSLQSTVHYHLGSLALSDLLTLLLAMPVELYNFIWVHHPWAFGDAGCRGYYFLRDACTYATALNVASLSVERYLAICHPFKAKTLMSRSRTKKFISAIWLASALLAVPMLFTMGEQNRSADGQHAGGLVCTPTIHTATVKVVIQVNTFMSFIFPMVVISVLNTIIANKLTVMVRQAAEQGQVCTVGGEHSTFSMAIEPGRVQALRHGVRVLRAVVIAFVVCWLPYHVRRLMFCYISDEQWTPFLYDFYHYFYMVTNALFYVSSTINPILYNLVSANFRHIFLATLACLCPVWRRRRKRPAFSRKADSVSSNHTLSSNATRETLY
Large T inhibition: SV40 large T antigen inhibitors, biochemical (AID 1903); inhibition, % at 20 µM; hits with a dose series show IC50 in µM; SV40 large T antigen ATPase/helicase inhibition assay; higher % means a stronger effect; actives 0.39% (n = 310,000); in the data active = a potency from the dose series; note: strong numbers were not always called active
Lipid droplet cells 6.5 µM: also measured in Lipid droplet; calls as there; cell count; measured here: cell count, cytotoxicity flag;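 cells counted across two imaged fields per well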
T cell modulator vesicle-bound %: further read-out of T cell modulator, marked with its call; double positive events, %; measured here: CD8+ vesicle-bound cell fraction;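 binding gate set so that unloaded-vesicle control wells show 10% double positive cells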
NTR1 agonist cell count 20 µM: second read-out of NTR1 agonist, no call of its own (marks repeat the call); cell count; measured here: cell count, cytotoxicity flag
* marks the source's active call; other numbers are inactive results; i = inactive; / = no result given.

SMILES	GPR55 antagonists	Lipid droplet	Lipid droplet cells 6.5 µM	GPR35 antagonists	LYP phosphatase	T cell modulator	T cell modulator vesicle-bound %	GPR55 activation	Rac1 GTP hydrolysis	NTR1 agonist	NTR1 agonist cell count 20 µM	Large T inhibition
CN(C)S(=O)(=O)c1cccc(C(=O)OCC(=O)Nc2ccccc2OC(F)F)c1	-2.5%	/	/	-0.3%	-3.7%	i	33.9	0.2%	3.0%	-2.8	76	-3.0%
CCC(C)c1ccc(NC(=S)N2CCCC2)cc1 (centres undefined)	-5.6%	-24.2	663	-10.8%	-11.7%	i	19.2	-0.1%	7.0%	1.4	61	16.8%
COc1cc(C(=O)NCC(c2ccco2)N2CCCC2)ccc1OCc1c(C)noc1C (centres undefined)	1.5%	-11.1	658	-2.0%	6.2%	i	56.0	0.3%	6.8%	-2.0	76	12.5%
CCn1c(=O)cc(OCC(=O)Nc2ccccc2N2CCN(C)CC2)c2ccccc21	-14.7%	/	/	6.2%	-8.0%	i	23.2	-0.1%	4.2%	2.6	58	3.1%
O=C(Nc1ccccc1)Nc1ccno1	8.5%	6.2	769	3.7%	-8.9%	i	22.4	0.2%	7.4%	2.0	52	7.5%
Cc1ccccc1OCC(=O)N/N=C/c1cc2ccccc2nc1Cl	7.4%	/	/	12.1%	0.3%	i	8.5	-0.1%	4.2%	15.0	99	-2.4%
Cc1occc1C(=O)N/N=C/C(Br)=C\c1ccccc1	-0.7%	3.1	753	7.4%	-4.2%	i	13.7	0.6%	-16.2%	5.0	54	16.9%
O=c1c2ccccc2[nH]c(=S)n1CCN1CCN(Cc2ccccc2)CC1	7.7%	-1.3	675	-10.4%	0.2%	i	45.6	-0.1%	11.0%	-0.6	91	0.9%
Cc1cc(NC(=O)C2CCCN(S(=O)(=O)c3c(C)noc3C)C2)no1 (centres undefined)	16.3%	/	/	-7.2%	-8.1%	i	41.9	-0.2%	0.0%	-0.4	66	-0.4%
COc1ccc(OC)c2c1CCC2=O	-3.7%	-2.0	745	-11.4%	-3.6%	i	4.3	-0.2%	-0.6%	1.3	31	4.3%
CC(C)N(CCCNC(=O)C1CCC(CNS(=O)(=O)c2ccccc2)CC1)Cc1ccccc1 (centres undefined)	7.9%	-12.0	674	17.3%	1.2%	i	24.5	-0.1%	9.6%	0.1	69	11.3%
O=C(CSc1ccc(-c2cccnc2)nn1)Nc1ccc(F)cc1F	8.2%	-13.6	627	-1.9%	-8.8%	i	8.0	-0.1%	5.2%	-0.3	65	8.4%
CC1(N2CCCCC2)CC2(O)C(=[N+]1[O-])CCC/C2=N\O (centres undefined)	0.2%	1.6	569	4.9%	-5.6%	i	13.6	-0.3%	8.3%	1.7	64	6.0%
Cc1ccc(C(=O)NCCc2nnc3ccc(N4CCCC4)nn23)cc1	2.8%	-17.7	606	-14.6%	-6.3%	i	11.3	-0.2%	-4.0%	0.8	75	3.1%
O=C(NNc1cc(Cl)ccc1Cl)c1cccs1	4.3%	-20.4	731	27.4%	-3.2%	i	40.8	0.2%	/	0.1	48	2.5%
Cc1ccc(SCCC(=O)NC2CC2)cc1	10.6%	-3.7	535	10.8%	-1.4%	i	50.0	0.2%	3.9%	-0.5	39	-2.2%
Cc1cccc(NC(=O)CSc2cc(C)c(C#N)c3nc4ccccc4n23)c1	7.5%	-6.0	628	7.7%	-2.7%	i	41.6	-0.1%	8.2%	24.7	59	17.8%
CC(C)(C)c1ccc(Cn2nnc3c(=O)[nH]c(C4CCCN(C(=O)Cc5cccs5)C4)nc32)cc1 (centres undefined)	19.1%	/	/	18.5%	5.0%	i	54.0	-0.1%	3.1%	18.6	48	14.7%
O=C(Nc1cccc(F)c1)c1sc(Cl)nc1-c1ccccc1	-2.0%	-3.0	670	8.2%	-5.3%	i	49.2	-0.3%	9.1%	3.8	57	7.0%
COc1ccc(/C=C(\C#N)C(=O)OCC(=O)N(C)C2CCS(=O)(=O)C2)cc1 (centres undefined)	/	/	/	/	/	i	27.9	/	-4.2%	1.2	57	3.4%
Cc1nc(S(=O)(=O)Cc2ccccc2Cl)nc2c1CCC2	4.3%	9.2	706	18.2%	-10.2%	i	37.8	0.6%	7.9%	1.6	41	7.3%
O=C(NCCC(=O)N1CCC2(CC1)NCCc1[nH]cnc12)c1cccc(Br)c1	9.5%	9.3	707	-10.3%	-12.1%	i	49.6	-0.2%	9.0%	0.0	64	10.3%
CC(SCc1cc(=O)n2c([nH]c3ccccc32)c1C#N)C(=O)O (centres undefined)	3.0%	18.2	717	5.6%	-4.4%	i	31.9	-0.3%	10.3%	0.0	51	6.7%
CCOC(=O)N1CCN(C(=O)CCc2c(C)nc3c(c(C)nn3-c3ccc(C)c(C)c3)c2C)CC1	2.4%	-2.2	654	12.9%	3.0%	i	42.2	0.2%	6.0%	13.2	50	5.3%
COc1ccc(Cl)cc1N(CC(=O)NC1CC1)S(=O)(=O)c1ccc(C)c([N+](=O)[O-])c1	-8.0%	0.4	724	2.0%	-9.4%	i	40.8	0.1%	5.3%	-0.3	40	9.2%
CSc1ccc(S(=O)(=O)NCC(=O)OCC(=O)N(C)C2CCCCC2)cc1[N+](=O)[O-]	/	/	/	/	/	i	24.8	/	8.0%	4.3	44	10.6%
Cc1ccc(C2C(N)C(=O)N2c2ccc(C)cc2)cc1 (centres undefined)	11.9%	-0.9	861	3.3%	-8.1%	i	17.8	-0.1%	7.5%	-1.2	64	5.8%
O=C(NNc1nc(-c2ccccc2)cs1)c1ccccc1	1.3%	/	/	0.6%	-6.5%	i	38.9	-0.1%	-6.3%	3.0	74	16.8%
O=C(Nc1nnc(-c2ccccc2)o1)Nc1ccccc1Cl	-2.1%	8.4	623	2.0%	1.9%	i	30.8	-0.3%	0.6%	/	/	-0.9%
NC(=O)c1ccc[n+](CCC[n+]2cccc(C(N)=O)c2)c1	7.7%	-5.8	720	10.8%	-8.2%	i	40.6	-0.2%	0.1%	-1.0	37	-4.5%
CCN(CC)CCOC(c1ccccc1)c1ccc(C)cc1 (centres undefined)	13.6%	8.5	589	8.9%	-12.7%	i	56.9	-0.3%	12.1%	-1.8	57	4.6%
O=C(Nc1ccccc1C(=O)O)c1cccc(S(=O)(=O)Nc2ccc(Br)cc2)c1	-2.4%	-1.0	787	0.6%	-5.6%	i	49.9	0.3%	10.7%	1.4	62	3.8%
O=C(COC(=O)c1cc(S(=O)(=O)N2CCCCC2)ccc1N1CCOCC1)c1ccccc1	/	/	/	/	/	i	58.0	/	4.0%	1.2	70	7.4%
N#CC1=C2Nc3ccccc3N2C(=O)NC1(c1ccccc1)C(F)(F)F (centres undefined)	15.4%	1.0	767	0.4%	-9.5%	i	38.3	-0.1%	7.5%	0.0	69	-0.4%
COc1ccc(C(=O)c2nc3c(n2O)CCCC3)cc1OC	14.2%	9.2	784	9.2%	-6.9%	i	25.9	-0.1%	8.6%	0.0	105	7.0%
Cc1ccc(-c2nnc(N3CCOCC3)c3ccccc23)cc1S(N)(=O)=O	/	/	/	/	/	i	30.4	/	-5.8%	-0.9	44	11.5%
Cc1noc(C(=O)NCc2ccc(F)cc2)c1Cl	12.9%	/	/	6.9%	-5.2%	i	38.5	0.3%	12.0%	2.3	49	8.2%
O=S(=O)(Nc1ccc(S(=O)(=O)Nc2ccccc2)cc1)c1ccccc1	1.9%	/	/	3.1%	-0.1%	i	49.0	-0.2%	4.1%	4.0	85	6.7%
COc1ccc(-c2nnc3n2N=C(C)CS3)cc1	13.8%	/	/	5.4%	-7.9%	i	46.1	-0.2%	5.5%	1.0	83	10.7%
O=C(OCC(=O)N1CCCC1)c1ccccc1O	-7.5%	-7.8	832	-1.2%	-3.5%	i	34.6	0.2%	4.7%	1.3	49	-3.4%
COc1c(C)cc(Br)cc1C(=O)Nc1ccc(N2CCN(S(C)(=O)=O)CC2)cc1	5.6%	5.4	658	1.9%	-6.7%	i	23.1	0.3%	5.0%	1.1	36	8.9%
COC(=O)Cn1c(C)c(C(C)=O)c(C(C)=O)c1C	6.8%	/	/	-4.3%	-4.1%	i	22.6	-0.1%	9.2%	0.8	40	1.6%
Cc1c([N+](=O)[O-])cnc(Sc2ccccc2)c1[N+](=O)[O-]	/	/	/	/	/	i	1.5	/	5.0%	10.8	46	17.6%
CC1CC(C)CN(S(=O)(=O)c2ccc(C(C)(C)C)cc2)C1 (centres undefined)	-5.1%	-8.2	644	2.9%	1.6%	i	18.4	-0.1%	4.5%	4.3	29	7.8%
COc1cccc(C(=O)NCCS(=O)(=O)N2CCCCC2)c1	/	/	/	/	/	i	28.8	/	3.9%	0.0	49	15.0%
O=[N+]([O-])c1nn(-c2ccc3c(c2)OCCO3)n(O)c1=NCc1ccccc1Cl	13.6%	/	/	10.4%	-6.9%	i	45.6	-0.1%	4.0%	4.6	36	1.4%
CCOc1ccc(C(=O)Nc2nc(C)cc(C)n2)cc1[N+](=O)[O-]	-15.0%	-8.8	651	-11.0%	-6.6%	i	60.5	0.1%	2.8%	2.1	77	8.5%
CCOC(=O)C1CCN(C(=O)C(C)N(c2ccc(Oc3ccccc3)cc2)S(C)(=O)=O)CC1 (centres undefined)	0.3%	-20.7	672	-11.6%	-2.9%	/	/	-0.1%	-1.2%	/	/	8.0%
O=C(Nc1ccc(N2CCN(C(=O)c3ccco3)CC2)c(Cl)c1)c1c(F)c(F)c(F)c(F)c1F	2.2%	-5.4	674	-14.6%	6.0%	i	23.5	-0.1%	4.9%	15.8	78	4.7%
